# AP complement: orthogonal test for alternative complement pathway inhibitors. inhibition, % at 5 µM. actives 0.08% (n = 62,000). Human serum alternative complement pathway, LPS-coated ELISA, C3 deposition; tested in compound mixtures;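 active = inhibition above 30% in each of the two pooled mixtures holding the compound, so the lower value exceeds 30%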;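 note: 0% = serum in Mg-EGTA without compound and 100% = EDTA serum blank; some compounds past the cut are filed as inactive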
#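 Test system: human serum alternative complement pathway, C3 deposition on LPS-coated wells; also added: Plate-bound LPS; doses: 5 µM per compound in ten-compound mixtures; schedule: 1 h at 37 °C; detection: Anti-C3 ELISA, OD 450 nm; evaluation: percent inhibition of C3 deposition onto LPS; repeats: two pool placements per compound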
# FXIIa inh mix: blocks human factor XIIa in pooled compound mixtures | inhibition, % at 5 µM | AID 684 | P00748 | purified FXIIa, fluorogenic substrate | actives 0.2% (n = 62,000);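 note: 0% = enzyme without compound and 100% = no enzyme blank; some results filed as inactive read as strong as hits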
# Target sequence (P00748 20-372 limits assumed): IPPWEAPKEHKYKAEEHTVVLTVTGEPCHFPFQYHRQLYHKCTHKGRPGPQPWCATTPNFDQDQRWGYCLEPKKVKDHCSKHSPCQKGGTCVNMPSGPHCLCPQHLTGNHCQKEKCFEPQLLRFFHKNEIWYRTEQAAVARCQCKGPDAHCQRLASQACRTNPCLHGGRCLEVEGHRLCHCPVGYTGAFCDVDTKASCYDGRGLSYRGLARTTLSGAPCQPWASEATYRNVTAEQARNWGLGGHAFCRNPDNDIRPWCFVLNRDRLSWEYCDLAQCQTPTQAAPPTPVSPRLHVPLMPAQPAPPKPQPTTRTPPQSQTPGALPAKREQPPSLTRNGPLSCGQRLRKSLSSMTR
# Target sequence (P00748 373-615 limits assumed): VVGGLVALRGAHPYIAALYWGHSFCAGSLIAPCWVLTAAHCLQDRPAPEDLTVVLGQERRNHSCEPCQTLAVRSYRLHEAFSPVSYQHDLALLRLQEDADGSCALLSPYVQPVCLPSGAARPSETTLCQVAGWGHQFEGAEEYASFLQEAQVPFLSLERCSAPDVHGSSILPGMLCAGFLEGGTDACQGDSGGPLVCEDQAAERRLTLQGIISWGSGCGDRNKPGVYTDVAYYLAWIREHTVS
# CatG inh: inhibitors of human cathepsin G. P08311. purified enzyme, AMC-tetrapeptide fluorescence, pooled mixtures. inhibition, % at 5 µM (by protocol). actives 0.2% (n = 62,000). AID 581;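 active = inhibition above 20% in each of the two mixture wells holding the compound; inactive = inhibition of 20% or less in either well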;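 note: 0% = enzyme control without mixture and 100% = blank lacking enzyme; strong numbers were not always called active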
# Target sequence (P08311 21-244 limits assumed): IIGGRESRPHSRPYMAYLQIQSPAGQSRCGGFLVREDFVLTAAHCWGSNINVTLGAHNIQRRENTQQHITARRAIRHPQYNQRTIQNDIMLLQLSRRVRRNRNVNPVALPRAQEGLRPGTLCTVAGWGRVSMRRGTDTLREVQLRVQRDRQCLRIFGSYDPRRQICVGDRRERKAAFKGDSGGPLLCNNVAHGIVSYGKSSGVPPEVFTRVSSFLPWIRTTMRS
# CatL block: inhibitors of human cathepsin L | P07711 | purified cathepsin L, fluorogenic substrate, fluorescence | inhibition, %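 (tested at 10 µM)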 | actives 0.17% (n = 58,000) | AID 460; in the data active = inhibition above about 45%;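 note: 0% = enzyme with no compound and 100% = no enzyme blank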
# Target sequence (P07711 114-288 limits assumed): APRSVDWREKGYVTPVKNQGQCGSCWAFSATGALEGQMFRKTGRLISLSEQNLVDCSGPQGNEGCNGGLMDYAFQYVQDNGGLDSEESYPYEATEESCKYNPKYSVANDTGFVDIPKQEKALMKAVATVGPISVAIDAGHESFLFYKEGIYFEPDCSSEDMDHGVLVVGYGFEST
# Target sequence (P07711 292-333 limits assumed): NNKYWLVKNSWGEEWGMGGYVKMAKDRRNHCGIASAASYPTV
# CatS inh: human cathepsin S inhibition; P25774; actives 0.06% (n = 62,000); inhibition, %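 (tested at 5 µM per compound within 10-compound mixtures)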; recombinant cathepsin S, AMC dipeptide fluorescence, pooled mixtures; in the data active = inhibition above about 32%, passing the limit was not always enough;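 note: 0% = enzyme without compound and 100% = blank without enzyme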
# CatB mix inh: human cathepsin B inhibition by mixtures. P07858. Purified cathepsin B, AMC dipeptide fluorescence, compound mixtures. inhibition, %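 (ten-compound pools at 5 µM per compound and 50 µM total)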. actives 0.06% (n = 62,000). AID 488; in the data active = inhibition above about 22%, passing the limit was not always enough;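 note: 0% = enzyme without compound and 100% = no enzyme blank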
# CatB inh: inhibitors of human cathepsin B; P07858; purified cathepsin B, fluorogenic substrate, fluorescence; inhibition, %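 (tested at 10 µM)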; actives 0.1% (n = 63,000); AID 453; in the data active = inhibition above about 21%;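 note: 0% = enzyme with no compound and 100% = no enzyme blank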
# C1s block: human complement C1s inhibition; purified C1s, fluorogenic AMC substrate, pooled mixtures; mean inhibition % of two 10-compound mixtures (hits give high values), % at 5 µM (by protocol); actives 0.16% (n = 62,000);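 active = inhibition above 20% in each of the two 10-compound mixture wells holding the compound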;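 note: 0% = enzyme wells lacking compound mixture and 100% = no-enzyme blank wells; some compounds called inactive have numbers as strong as hits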
# FXIa mix inh: blocks human factor XIa in pooled compound mixtures. inhibition, % at 5 µM. purified FXIa, fluorogenic substrate. actives 0.19% (n = 62,000). AID 680;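 note: each value is inhibition by a whole ten-compound pool holding the compound; 0% = enzyme with no mixture and 100% = wells lacking enzyme; strong numbers were not always called active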
# * = called active by the depositor; . = not tested or not shown. Cut-off read from the data, not from the text of the source, unless noted: active = inhibition above about 20% (passing the limit was not always enough); inactive = the rest. This is a subset; the hit share may differ from the screen's.
No.	compound	AP complement	FXIIa inh mix	CatG inh	CatL block	CatS inh	CatB mix inh	CatB inh	C1s block	FXIa mix inh
1	CCn1c(SCCC(=O)O)nnc1-c1cccnc1	6	4	-6	-1	8	3	-3	-43	9
2	COc1cc(N2C(=O)NC3CC2(C)Oc2ccc(Br)cc23)cc(OC)c1OC (centres undefined)	11	-28	12	8	3	0	4	6	6
3	COc1ccc(N2CCN(C(=O)C(CCSC)N=C3NS(=O)(=O)c4ccccc43)CC2)cc1 (centres undefined)	15	1	3	-2	2	-2	-2	-17	5
4	CCOC(=O)N1CCN(C(=O)CSc2nnc(CNC(=O)c3ccccc3F)o2)CC1	16	-20	9	1	-4	4	0	14	2
5	COC(=O)[C@H](Cc1ccccc1)NC(=O)N1CC(C)OC(C)C1 (some centres undefined)	-7	-15	-22	-3	-16	-3	0	-72	-18
6	O=C(CCn1c(=O)oc2ccccc21)N1CCCCCC1	22	1	12	21	5	8	2	19	5
7	COc1ccccc1NC(=O)c1ccc(Br)o1	9	45	5	-2	-3	0	4	6	9
8	NC(CSC12CC3CC(CC(C3)C1)C2)C(=O)O (centres undefined)	0	2	-1	6	-13	1	3	-10	1
9	COc1ccc(OC)c(NC(=O)c2cc3ccccc3o2)c1	8	2	10	22	4	2	7	-9	-5
10	Cc1cc(C)c(C#N)c(N2CCN(CCOc3ccc(Cl)cc3)CC2)n1	13	8	-2	-8	6	0	-1	2	2
11	O=C1c2ccccc2NC(c2ccc3c(c2)OCCO3)N1c1ccc2c(c1)OCCO2 (centres undefined)	-7	9	8	3	5	-2	5	6	3
12	O=C1NC(c2ccncc2)Nc2sc3c(c21)CCCC3 (centres undefined)	-10	7	0	8	14	-2	0	3	0
13	c1ccc(Cn2c(-c3cccs3)nc3nc4ccccc4nc32)cc1	4	9	4	-95	-4	1	-3	-35	0
14	O=C(CN1C(=O)C2CC=C(Cl)CC2C1=O)Nc1ccc(C(=O)O)cc1 (centres undefined)	5	14	11	10	4	3	-3	18	8
15	Cn1c(C(=O)N2CCCC(C(=O)N3CCN(C(=O)c4ccco4)CC3)C2)cc2sccc21 (centres undefined)	15	4	7	.	7	3	0	18	4
16	COc1ccc(CCN(Cc2nc(-c3ccccc3)no2)Cc2nc(-c3ccccc3)no2)cc1OC	-1	0	6	-5	11	2	3	-37	6
17	O=C(NCc1ccco1)c1ccc(CN2CCOCC2)cc1	16	6	-3	-12	-4	2	-3	-32	1
18	Cc1cc(C)c2nc(N)sc2c1	0	0	-7	5	15	6	6	-5	3
19	CCn1c(SC)nnc1-c1c[nH]c2ccccc12	22	14	6	.	-5	3	2	1	2
20	CC(C)(C)NC(=O)CN(C(=O)c1ccc(CN2CCOCC2)o1)c1ccc2c(c1)OCCO2	16	1	-3	5	-6	1	2	-78	-3
21	CCCN1CCN(c2ncnc3c2nnn3Cc2ccccc2)CC1	19	2	11	-6	1	5	4	-1	2
22	O=C(CCC1(C(=O)O)CCC(=O)NC1)NCc1ccccc1 (centres undefined)	2	3	1	17	3	-8	0	-74	-16
23	CCOC(=O)c1sc(NC(=O)c2ccc(Br)o2)cc1C	-8	-2	-9	9	-4	-8	-3	-49	1
24	COC(=O)CC1=C(C(=O)OC)C(c2ccc3c(c2Cl)OCO3)C(C#N)=C(N)O1 (centres undefined)	23	10	9	5	-2	4	1	17	10

# Another view of some results above.
21	CCCN1CCN(c2ncnc3c2nnn3Cc2ccccc2)CC1
7	COc1ccccc1NC(=O)c1ccc(Br)o1
Screen / compound no.	21	7
AP complement	19	9
FXIIa inh mix	2	45
CatG inh	11	5
CatL block	-6	-2
CatS inh	1	-3
CatB mix inh	5	0
CatB inh	4	4
C1s block	-1	6
FXIa mix inh	2	9

# Continued.
No.	compound	AP complement	FXIIa inh mix	CatG inh	CatL block	CatS inh	CatB mix inh	CatB inh	C1s block	FXIa mix inh
25	COC(=O)c1cc(=O)nc2sc(-c3ccccc3)nn12	0	-21	8	-1	8	-1	6	14	-1
26	COc1ccc(N(C(=O)COc2ccccc2)C2C=CS(=O)(=O)C2)cc1 (centres undefined)	-5	-3	7	2	6	1	7	3	2
27	COC(=O)c1c(NC(=O)CSc2nnnn2-c2ccccc2)sc2c1CCCC2	10	8	12	9	3	3	2	10	1
28	Cc1ccc(S(=O)(=O)N2CCN(C(=O)CSc3nc4ccccc4c(=O)[nH]3)CC2)c(C)c1	5	3	3	8	10	0	0	6	15
29	CCOC(=O)Cc1csc(SCC(=O)c2c(N)n(CC(C)C)c(=O)n(C)c2=O)n1	1	2	1	-1	15	5	-3	-2	4
30	Cc1ccc(-c2nn3c(C)nnc3c3ccccc23)cc1S(=O)(=O)N1CCN(CCO)CC1	17	2	10	2	-2	4	5	0	8
31	CC1=C(C(=O)OC(C)C)C(c2cccnc2)C2=C(CCCC2=O)N1 (centres undefined)	5	3	-4	.	-9	-2	.	-26	-2
32	Cc1oc2nc(SCCCC(=O)NCCCO)nc(N)c2c1C	-22	3	14	-16	1	4	4	-28	2
33	COc1ccccc1N1CCN(c2nc(-c3ccccc3)cc(C(F)(F)F)n2)CC1	4	7	14	10	6	4	0	13	3
34	CC1(C)CC(CC(=O)Nc2ccccn2)C(=O)O1 (centres undefined)	10	9	1	.	3	3	-2	-5	1
35	Cn1c(=O)n(Cc2ccc(F)cc2)c(=O)c2c1nc1n2CCCN1C1CCCCC1	6	-18	24	-6	-7	4	-4	-11	5
36	O=C(Nc1cccnc1)Nc1ccccn1	2	7	6	14	-2	2	1	8	1
37	CC(=O)c1cccc(NC(=O)Nc2ccc(C(=O)N3CCOCC3)cc2)c1	-4	2	-2	-3	10	0	1	-6	5
38	FC(F)(F)c1ccc(N2CCN(c3cc(-c4ccccc4)nc4ncnn34)CC2)nc1	7	0	7	-10	13	3	4	14	11
39	N#Cc1nc(-c2cccs2)oc1NCCCN1CCOCC1	10	2	-2	-132	-8	-5	-2	-78	-5
40	Cc1cc(N2CCCCC2)nc(SCc2ccc(C#N)cc2)n1	11	-18	8	30	-11	2	-4	12	1
41	CCCOc1ccc(-c2cnc(SCC(N)=O)nc2N)cc1	4	1	11	12	15	3	4	9	1
42	O=C(Cc1ccc(S(=O)(=O)N2CCCC2)s1)N1CCOCC1	-7	-18	-11	0	22	4	5	-23	4
43	CC1Cn2c(nnc2-c2ccccc2O)S1 (centres undefined)	16	4	9	2	13	4	3	-17	1
44	CCCCC(OC(=O)c1cc2occc2n1C)C(=O)NCC1CCCO1 (centres undefined)	22	0	12	5	3	4	4	2	0
45	CCCCCn1c(CN2CCCCC2CC)nc2c1c(=O)n(C)c(=O)n2C (centres undefined)	13	-26	10	2	0	4	0	14	10
46	CCOC(=O)C1=CSC2=NS(=O)(=O)CCN12	14	-3	-14	-5	-11	-10	4	-143	-3
47	CCOC(=O)Cc1nnc(NC(=O)C(CC)Sc2nc(C)cc(=O)[nH]2)s1 (centres undefined)	17	7	8	-6	-8	2	2	6	1
48	Cc1cc(C)c(C)c(S(=O)(=O)Nc2ccc(O)cc2)c1C	13	2	0	-3	-9	5	-1	4	7
49	Fc1ccccc1CSc1nnc(-c2cnccn2)n1Cc1ccco1	7	-18	10	7	-3	-1	4	12	6
50	O=C(Cn1cc2c(n1)CCCCC2)N1CCc2ccccc2C1	3	-18	-7	-4	-1	3	2	2	-1
51	Cc1ccc2nc3c(c(N)c2c1)CCN3c1ccccc1	32	-2	5	-80	-12	-1	-6	-21	5
52	Cc1cc(NS(=O)(=O)c2ccc(NC(=O)COc3ccc(Cl)cc3)cc2)no1	-2	-20	-1	3	20	5	-5	-5	0
53	CCC(=O)Nc1cc2c(cc1C(=O)c1ccccc1)OCCO2	8	7	12	5	6	0	2	11	5
54	O=C(NCC12CC3CC(CC(C3)C1)C2)c1nn2c(c1Cl)NC(c1ccco1)CC2C(F)(F)F (centres undefined)	3	3	-4	-1	-6	2	-2	1	3
55	COc1ccc(NC2=NCCC(=O)N2Cc2cccs2)cc1	8	9	10	0	-3	-2	0	3	1
56	CCOC(=O)N1CCN(c2nc(-c3ccc(F)cc3)cs2)CC1	13	3	5	9	-7	2	2	-20	2
57	O=C(OCN1C(=O)c2ccccc2C1=O)c1cccs1	10	0	-4	2	10	7	8	4	5
58	CC(C)OC(=O)CSc1nnc(-c2cnccn2)n1C	24	-17	6	3	0	2	4	11	6
59	O=C1CCCN1CCC1CCN(C2CC(=O)N(Cc3ccc(N4CCCC4=O)cc3)C2=O)CC1 (centres undefined)	10	6	7	0	0	2	1	-14	13
60	N#CC1=C(N)Oc2n[nH]c(-c3cccs3)c2C1c1cccs1 (centres undefined)	2	13	11	0	5	-7	1	0	0
61	CC(C)C(=O)Nc1cc(=O)[nH]c2ncnn12	13	11	1	1	-1	-7	-1	-4	6
62	COc1ccc(NC(=O)c2oc3ccccc3c2C)c(OC)c1	5	0	3	.	-1	0	2	-31	9
63	CCc1nnc(NC(=O)CSc2nccn2-c2ccccc2)s1	3	-4	3	24	11	7	3	-28	15
64	CCOC(=O)C1CCN(Cc2nc(-c3ccc(OC)c(OC)c3)no2)CC1	4	6	5	-5	-5	-2	-1	-18	3
65	CCC(=O)Oc1ccc2c(C)c(Cl)c(=O)oc2c1	10	-3	-13	-82	-42	2	-1	-25	-1
66	Cc1ccc(-c2nn3c(-c4ccco4)nnc3c3ccccc23)cc1S(=O)(=O)N1CCOCC1	4	-12	-10	-8	-6	1	1	-1	6
67	CCN(CC)S(=O)(=O)c1ccc2c(c1)c(=O)c(C(=O)N1CCOCC1)cn2C	4	8	9	5	24	7	0	13	1
68	O=C(c1ccccc1)c1ccc2nc(N3CCN(C(=O)c4ccco4)CC3)c3nncn3c2c1	11	-3	8	1	-2	4	4	4	7
69	Cc1cc(C)nc(SCc2nc(N)nc(-c3ccccc3O)n2)n1	9	7	-3	12	5	0	0	2	2
70	COc1cc2[nH]c(=S)n(CCN3CCOCC3)c(=O)c2cc1OC	23	8	-1	-4	1	6	-4	0	7
71	CCOc1ccccc1C1CC(=O)Nc2cc3c(cc21)OCCO3 (centres undefined)	10	8	10	11	15	5	4	10	6
72	COc1ccc(S(=O)(=O)Nc2ccc(NC(C)=O)cc2)cc1OC	4	9	9	11	12	5	5	7	8
73	N#Cc1nc(N)nc(N(c2ccccc2)c2ccccc2)n1	4	2	2	.	49*	5	4	3	5
74	COCCNc1nnc(SCC(=O)N2CCN(S(=O)(=O)c3ccccc3)CC2)s1	18	3	8	2	-1	2	4	3	-6
75	CC(=O)OC1c2ccccc2C(=O)N1Cc1ccccc1Cl (centres undefined)	0	-18	10	27	2	2	1	14	4
76	CCOc1cc2c(cc1OCC)C(C(=O)O)C(c1cc(OC)c(OC)c(OC)c1)N(C)C2=O (centres undefined)	17	5	8	-5	-9	3	3	15	9
77	CCOc1cccc(C2C(C(=O)c3ccco3)=C(O)C(=O)N2Cc2ccncc2)c1 (centres undefined)	27	-3	9	-8	-3	4	4	-13	6
78	CCCNC(=O)c1c(N)n(-c2ccc3c(c2)OCO3)c2nc3ccccc3nc12	-8	-24	-8	-3	2	2	0	-20	-8
79	CC(C)C(c1nnnn1C1CCCC1)N1c2ccccc2CC1C (centres undefined)	19	7	1	-19	-1	4	-2	8	6
80	O=C(Nc1nc(-c2ccc(Cl)s2)cs1)c1ccncc1	19	1	-1	4	1	6	-5	-30	7

# Structures listed so far with a CF3 group:
No.	compound	AP complement	FXIIa inh mix	CatG inh	CatL block	CatS inh	CatB mix inh	CatB inh	C1s block	FXIa mix inh
33	COc1ccccc1N1CCN(c2nc(-c3ccccc3)cc(C(F)(F)F)n2)CC1	4	7	14	10	6	4	0	13	3
38	FC(F)(F)c1ccc(N2CCN(c3cc(-c4ccccc4)nc4ncnn34)CC2)nc1	7	0	7	-10	13	3	4	14	11
54	O=C(NCC12CC3CC(CC(C3)C1)C2)c1nn2c(c1Cl)NC(c1ccco1)CC2C(F)(F)F (centres undefined)	3	3	-4	-1	-6	2	-2	1	3
